# High-throughput results as filed in PubChem BioAssay.
# GLD-1 TGE inh – GLD-1-TGE RNA interaction inhibition (C. elegans). Q17339. purified GLD-1 + fluorescein TGE RNA, fluorescence polarization. inhibition, % at 5.96 µM. 0.44% of 320,000 active. AID 2280;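 active = percent inhibition above a per-plate cutoff, the plate mean of test compounds plus 3 SD, cut at about 30% in these data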;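 note: 0% = DMSO wells with GLD-1 and probe and 100% = wells lacking GLD-1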
# MEX-5 binding – C. elegans MEX-5 TCR-2 RNA binding activity; 0.38% of 300,000 active; Q9XUB2; activity score (negative = inhibition of binding), % at 10 µM; MEX-5/FITC-TCR2 RNA binding, fluorescence polarization; hits give low values;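 active = inhibition past about -25% in most replicates, and total fluorescence under double the plate's negative control median, limit read from the data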;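 note: 0% = DMSO and -100% = 5 µM competing unlabeled TCR2 RNA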
# MCL1 BIM primary – disrupts human MCL1 binding to BIM-BH3 peptide; GST-MCL1 / FITC-Bim-BH3 fluorescence polarization; inhibition, % at 10.9 µM; 0.68% of 320,000 active; AID 2057;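 active = inhibition above the mean inhibition of all tested compounds plus 3 SD, set per campaign, cut at about 40% in these data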;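 note: 0% = DMSO wells and 100% = unlabeled Bim-BH3 peptide control; higher means more loss of mP so more displacement of Bim peptide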
# Efflux pump mplx – inhibitors of Candida antifungal efflux pumps expressed in yeast; S. cerevisiae Candida pump triplex, Nile Red efflux; inhibition, % at 10 µM; 0.44% of 330,000 active; AID 485275;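 active = plate passing quality check with inhibition over a set limit, or well fluorescence over plate mean plus 4 SD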;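 note: Nile Red retained in pooled yeast measured as flow cytometry median fluorescence; 0% = buffer negative control and 100% = Enniatin B positive control; higher means more Nile Red kept so more efflux inhibition; some compounds called inactive have numbers as strong as hits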
# VLA-4 inh – inhibition in a human VLA-4 binding assay | VLA-4 expressing cells, ligand binding flow cytometry | inhibition, % (about 7 µM as worked out from the volumes in the protocol) | 0.2% of 330,000 active | AID 2557; in the data active = inhibition above about 50%
# PME-1 primary – blocks human protein phosphatase methylesterase 1; Q9Y570; recombinant PME-1, FP-Rh probe fluorescence polarization; inhibition, % at 5.9 µM; 0.53% of 320,000 active; AID 2130;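 active = inhibition above the campaign mean of all compounds plus 3 SD, cut at about 26% in these data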;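 note: competitive labeling of PME-1 active site by serine hydrolase directed probe; 0% = PME-1 with DMSO and 100% = wells lacking PME-1 enzyme; inhibitors block probe labeling so polarization falls and inhibition rises; many of its hits are not listed in these tables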
# Target sequence (Q9Y570 whole entry, looked up): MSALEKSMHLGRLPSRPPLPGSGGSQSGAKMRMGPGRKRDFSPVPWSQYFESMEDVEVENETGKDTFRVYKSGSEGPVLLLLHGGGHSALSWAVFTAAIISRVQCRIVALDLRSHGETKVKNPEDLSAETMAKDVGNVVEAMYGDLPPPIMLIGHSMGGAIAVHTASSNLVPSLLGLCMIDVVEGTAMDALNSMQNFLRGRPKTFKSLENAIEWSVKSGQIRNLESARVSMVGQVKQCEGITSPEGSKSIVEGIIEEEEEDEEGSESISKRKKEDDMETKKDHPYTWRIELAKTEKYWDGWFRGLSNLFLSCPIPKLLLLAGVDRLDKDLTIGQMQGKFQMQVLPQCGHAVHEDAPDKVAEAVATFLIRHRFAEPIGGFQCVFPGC
# GRK2 inh – inhibitors of human GRK2 displacing RNA aptamer. AID 488847. bead flow cytometry, FAM-aptamer displacement from GRK2. inhibition of aptamer binding, % at 10 µM. 0.59% of 330,000 active;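 active = inhibition of aptamer binding above 40%, roughly 3 SD of noise, on plates passing a quality check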;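 note: median bead fluorescence of bound FAM aptamer so fluorescent compounds give negative values; no value below 0 was filed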
# Target sequence (P25098 whole entry, looked up): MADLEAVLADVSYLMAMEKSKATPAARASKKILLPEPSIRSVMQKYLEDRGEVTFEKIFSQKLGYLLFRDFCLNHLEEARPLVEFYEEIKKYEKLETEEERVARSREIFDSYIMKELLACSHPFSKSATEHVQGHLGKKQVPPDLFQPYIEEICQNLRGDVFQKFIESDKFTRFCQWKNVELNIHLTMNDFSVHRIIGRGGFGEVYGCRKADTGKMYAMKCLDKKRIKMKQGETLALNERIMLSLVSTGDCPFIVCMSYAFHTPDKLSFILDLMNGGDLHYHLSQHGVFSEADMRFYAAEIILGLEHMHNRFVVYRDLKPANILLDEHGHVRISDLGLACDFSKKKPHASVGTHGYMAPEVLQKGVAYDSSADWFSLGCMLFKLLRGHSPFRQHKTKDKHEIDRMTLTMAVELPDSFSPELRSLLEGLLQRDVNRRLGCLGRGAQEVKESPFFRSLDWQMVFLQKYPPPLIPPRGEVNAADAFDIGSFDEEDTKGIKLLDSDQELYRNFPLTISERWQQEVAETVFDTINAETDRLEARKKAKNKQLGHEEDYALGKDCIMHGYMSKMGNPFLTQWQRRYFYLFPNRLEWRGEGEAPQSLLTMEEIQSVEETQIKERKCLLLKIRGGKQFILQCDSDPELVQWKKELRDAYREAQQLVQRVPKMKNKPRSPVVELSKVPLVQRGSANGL
# BCLXL inh – inhibitors of human Bcl-xL | Q07817 | GST-Bcl-xL / FITC-Bim BH3 peptide fluorescence polarization | inhibition, % at 10.9 µM | 0.7% of 320,000 active;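 active = inhibition above the mean of all tested compounds plus 3 SD, cutoff set per campaign, cut at about 30% in these data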;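 note: 0% = DMSO wells and 100% = unlabeled Bim-BH3 peptide competitor; inhibitors lower millipolarization by displacing the labeled peptide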
# Fam108B counter – blocks mouse Fam108B hydrolase in RBBP9 counter-screen; 0.33% of 300,000 active; inhibition, % at 9.51 µM; recombinant Fam108B, FP-Rh probe fluorescence polarization;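 active = inhibition above the screen mean inhibition plus 3 SD, computed separately per campaign, cut at about 18% in these data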;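 note: inhibitors lower polarization as less probe binds the enzyme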
# Numbers without * were called inactive; nt = no result given. Some of the compounds tested, so the mix of outcomes need not match the whole.
SMILES,GLD-1 TGE inh,MEX-5 binding,MCL1 BIM primary,Efflux pump mplx,VLA-4 inh,PME-1 primary,GRK2 inh,BCLXL inh,Fam108B counter
O=c1c2ccccc2cnn1Cc1n[nH]c(=S)n1-c1cc(Cl)cc(Cl)c1,1.7,-1.6,-18.1,0.1,11.6,-7.8,3.0,-9.7,-1.0
Cc1ccc(N2CC(C(=O)N3CCc4ccccc4C3)CC2=O)cc1 (stereo not given),6.3,1.1,4.7,-0.1,13.2,-6.1,0.0,6.7,3.4
CCC1(c2ccc(F)cc2)NC(=O)N(CC(=O)Nc2ccc(N3CCCCC3)cc2)C1=O (stereo not given),2.9,-1.2,0.5,-0.1,5.5,0.5,0.0,0.7,1.8
O=C1NC[C@@H](Cc2ccc(O)cc2)N(CCc2cccc(F)c2)C1=O,11.2,3.6,2.9,-0.1,-12.8,4.1,0.0,7.3,1.0
Cc1csc(=O)n1CC(=O)OCC(=O)c1c(N)n(C)c(=O)n(C)c1=O,1.9,0.7,8.6,-0.1,2.1,1.6,0.0,9.7,1.3
CCOC(=O)c1c(-c2ccc(F)cc2)csc1/N=C/N(C)C,2.5,nt,11.0,0.0,-8.0,4.1,3.0,2.9,5.3
C=CCc1cc(OC)ccc1OCCCCn1cncn1,3.4,0.2,2.2,-0.1,-6.4,0.8,8.0,5.5,-1.3
CCOC(=O)C1CCN(C(c2cccs2)c2sc3nc(C)nn3c2O)CC1 (stereo not given),-11.2,-1.5,2.4,-0.1,2.6,1.7,0.0,2.2,2.0
CCCCN(C(=O)CCC(=O)Nc1cc(C)on1)C(C(=O)NC1CCCC1)c1ccccc1C (stereo not given),7.4,2.3,7.0,0.1,-2.7,-4.8,0.0,7.1,2.5
NC(=S)N/N=C/c1ccc(OC(=O)c2cccnc2)cc1,0.0,-0.6,3.3,0.1,13.5,-3.1,0.0,0.7,3.1
Cc1ccc(NC(=O)c2cccc3cccnc23)cc1,2.6,1.8,2.2,0.1,8.2,-2.2,0.0,1.6,-0.7
CCOC(=O)CNS(=O)(=O)c1ccc(S(=O)(=O)NC2CC2)cc1,4.4,0.5,-13.0,-0.1,3.2,0.7,0.0,3.1,-2.7
O=C(N/N=C(\c1ccccc1)c1ccccn1)c1cccc([N+](=O)[O-])c1,0.4,1.4,-1.1,0.1,35.4,-1.9,1.0,5.5,-1.8
CCN1C(=O)[C@@H]2[C@H](C1=O)[C@@H]1CC(C(=O)OC)=C[C@@H](C(=O)OC)C3C1=C(C(=O)C3(CC)CC)[C@@H]2C (stereo not given in full),-2.0,-1.1,8.6,-0.2,-12.9,5.8,1.0,8.4,4.3
CCC(=O)c1ccc(OCC(O)CN2CCN(c3ccccn3)CC2)cc1 (stereo not given),-0.8,-1.2,-7.8,-0.3,39.6,-3.9,0.0,5.1,1.0
COc1cc2c(cc1NC(=S)Nc1cccc3ccccc13)oc1ccccc12,5.4,1.1,2.5,0.0,-1.8,22.4,1.0,5.9,14.3
O=C(/C=C/c1ccccc1)N1CCN(c2c(Cl)cccc2[N+](=O)[O-])CC1,1.4,-0.6,14.6,-0.3,22.2,-1.1,5.0,0.9,1.0
CCc1c(O)nc(SCC(=O)Nc2ccccc2)n(C(C)CC)c1=O (stereo not given),5.9,-2.1,11.4,-0.2,9.6,-0.3,0.0,8.0,2.2
O=C(CN1C(=O)C2C3C=CC(C3)C2C1=O)Nc1ccc(F)cc1 (stereo not given),3.8,0.9,-6.4,0.0,36.6,-2.1,2.0,1.1,-9.7
CCOc1ccc2oc(C(=O)NCC3CCCO3)c(C)c2c1 (stereo not given),-4.4,-3.3,-1.6,-1.4,4.5,-2.5,3.0,-0.4,1.6
O=[N+]([O-])c1cc2c(cc1/C=N/Nc1nc(N3CCCC3)nc(N3CCCC3)n1)OCO2,0.5,-6.9,9.8,0.1,-1.5,-2.1,2.0,5.5,-0.8
Cc1cccc(OCc2nc(-c3ccc(-n4cccc4)cc3)no2)c1,-2.4,1.0,2.5,0.0,26.6,-4.5,4.0,8.1,1.3
COc1ccc(NC(=S)Nc2ccccc2OC)c(OC)c1,-0.4,-0.1,5.8,-0.1,2.1,1.4,9.0,2.6,0.4
CCN(CC)S(=O)(=O)c1ccc(N2CCOCC2)c(NC(=O)c2cnccn2)c1,3.2,0.5,7.5,-0.2,2.9,4.7,2.0,7.9,5.7
Cc1coc2cc3oc(=O)c(Cc4ccccc4)c(C)c3cc12,-4.0,-1.3,-8.4,0.3,-16.8,10.5,0.0,-1.8,-4.6
ClCC1CN(Cc2ccccc2Cl)CCO1 (stereo not given),-6.9,2.0,2.4,0.1,17.4,-2.2,2.0,4.5,4.2
COc1ccc(-c2cc(-c3ccco3)[nH]c(=O)c2C#N)cc1OC,15.8,-16.0,46.3*,0.1,-5.7,1.0,2.0,46.3*,8.5
CC12CCC(C(=O)NNC(=O)c3ccc(Br)cc3)(OC1=O)C2(C)C (stereo not given),-5.0,-1.0,4.6,0.1,5.3,0.7,2.0,3.3,0.0
CCOC(=O)c1[nH]c(C)c(/C(O)=C2\C(=O)C(=O)N(CCN3CCOCC3)C2c2cccs2)c1C (stereo not given),4.3,2.1,1.3,0.1,4.3,-5.3,1.0,5.8,0.6
CC1CCN(C(=O)CNC(=O)CNC(=O)Cc2ccccc2)CC1,5.5,0.1,-5.3,-0.2,-7.9,1.0,4.0,-0.7,0.4
Cc1c(C#N)c2ncn(CCCN(C)C)c(=O)c2n1-c1ccccc1,2.7,-1.1,3.1,-0.1,9.9,-9.8,0.0,5.1,0.8
Cc1nnc(SCc2cccs2)[nH]c1=O,-7.7,-0.7,2.6,0.1,21.9,1.3,0.0,2.9,0.9
COc1ccc(CCn2c(NN=C(C)C)nc3c2c(=O)[nH]c(=O)n3C)cc1,3.5,-0.1,8.5,-0.1,14.6,8.8,2.0,4.1,4.2
CCN1C(=O)c2cccc3c(S(=O)(=O)Nc4ncccc4C)ccc1c23,4.3,-0.3,10.7,0.0,10.4,-4.0,7.0,9.0,-3.0
Cc1[nH]c(=O)c(C(=O)/C=C/c2ccccc2)c2c1CCCC2,5.7,-1.2,6.1,0.0,16.8,0.1,2.0,2.7,-0.4
CS(=O)(=O)N(CC(=O)N1CCC(C(N)=O)CC1)c1ccc(Cl)c(C(F)(F)F)c1,1.6,2.3,0.1,0.1,9.6,-0.6,1.0,1.6,0.1
CCCN1C(=O)c2cccc3c(N4CCCCC4)ccc(c23)C1=O,34.9*,-134.7*,35.3,-0.3,-281.6,5.5,3.0,43.0*,5.4
COc1cc(CNn2c(C)n[nH]c2=S)cc(Cl)c1OCc1ccc(F)cc1,-3.4,-1.1,-7.8,0.0,-20.4,2.5,0.0,-9.0,-2.6
O=C(O)CSc1nnc(Cc2ccccc2)n1Cc1ccccc1,2.2,1.2,4.3,-0.1,5.5,-3.5,0.0,3.0,1.0
CC1CC(=O)Nc2ccccc2N1C(=O)Cn1cnc2ccccc2c1=O (stereo not given),3.7,nt,-6.8,0.0,-0.1,-7.5,0.0,1.7,nt

# Not a retest: an excerpt of the list.
SMILES,GLD-1 TGE inh,MEX-5 binding,MCL1 BIM primary,Efflux pump mplx,VLA-4 inh,PME-1 primary,GRK2 inh,BCLXL inh,Fam108B counter
O=c1c2ccccc2cnn1Cc1n[nH]c(=S)n1-c1cc(Cl)cc(Cl)c1,1.7,-1.6,-18.1,0.1,11.6,-7.8,3.0,-9.7,-1.0
Cc1ccc(N2CC(C(=O)N3CCc4ccccc4C3)CC2=O)cc1 (stereo not given),6.3,1.1,4.7,-0.1,13.2,-6.1,0.0,6.7,3.4
CCC1(c2ccc(F)cc2)NC(=O)N(CC(=O)Nc2ccc(N3CCCCC3)cc2)C1=O (stereo not given),2.9,-1.2,0.5,-0.1,5.5,0.5,0.0,0.7,1.8
O=C1NC[C@@H](Cc2ccc(O)cc2)N(CCc2cccc(F)c2)C1=O,11.2,3.6,2.9,-0.1,-12.8,4.1,0.0,7.3,1.0
Cc1csc(=O)n1CC(=O)OCC(=O)c1c(N)n(C)c(=O)n(C)c1=O,1.9,0.7,8.6,-0.1,2.1,1.6,0.0,9.7,1.3
CCOC(=O)c1c(-c2ccc(F)cc2)csc1/N=C/N(C)C,2.5,nt,11.0,0.0,-8.0,4.1,3.0,2.9,5.3

# The listing picks up, repeating the 2 entries before the break.
SMILES,GLD-1 TGE inh,MEX-5 binding,MCL1 BIM primary,Efflux pump mplx,VLA-4 inh,PME-1 primary,GRK2 inh,BCLXL inh,Fam108B counter
O=C(O)CSc1nnc(Cc2ccccc2)n1Cc1ccccc1,2.2,1.2,4.3,-0.1,5.5,-3.5,0.0,3.0,1.0
CC1CC(=O)Nc2ccccc2N1C(=O)Cn1cnc2ccccc2c1=O (stereo not given),3.7,nt,-6.8,0.0,-0.1,-7.5,0.0,1.7,nt
O=C(NCCCN1CCCC1=O)c1cccnc1,-9.4,-2.7,2.8,5.9*,1.2,2.1,0.0,1.3,0.6
CCc1cccc(CC)c1N(COC)C(=O)Cn1c(C(C)O)nc2ccccc21 (stereo not given),-7.0,1.2,3.6,0.1,1.5,-0.5,0.0,1.6,0.9
NC(=O)c1cc([N+](=O)[O-])ccc1Nc1ccccc1,4.4,nt,2.6,-0.1,-6.4,7.3,1.0,2.6,1.7
Cn1c(SCC(=O)NCc2ccco2)nnc1-c1ccccc1,1.4,-1.9,-9.1,0.1,-20.2,0.6,1.0,-0.2,2.7
CCOC(CC(=O)NNC(=O)c1c(-c2ccccc2Cl)noc1C)OCC,6.3,3.9,1.8,0.1,-3.0,3.6,0.0,1.6,1.3
COc1ccc(C(=O)Nc2ccc(Cl)c(Cl)c2)c(OC)n1,-8.0,3.7,5.3,0.3,-6.3,-6.4,0.0,4.3,-0.2
N#CCCCc1cc2cc(F)ccc2cn1,2.0,nt,nt,-0.1,15.9,nt,0.0,nt,nt
CSCCC(NC(=O)COc1ccccc1)C(=O)N1CCOCC1 (stereo not given),-1.1,nt,2.0,0.0,9.9,2.5,3.0,1.2,nt
COc1ccc(CCNC(=S)Nc2ccccc2)cc1,0.1,-1.8,8.8,-0.1,2.5,0.4,1.0,6.3,0.6
CC(=O)NC(Cc1ccccc1)C(=O)OCC(=O)c1ccccc1 (stereo not given),2.1,0.3,7.2,0.2,-3.6,3.3,0.0,8.1,-3.8
CC1Cc2ccccc2N1S(=O)(=O)c1cccc(C(=O)c2nccn2C)c1 (stereo not given),3.2,0.1,10.1,0.0,-7.3,0.4,0.0,2.5,-2.2
Clc1cccc2sc(-c3nnc(-c4ccccc4)o3)c(Cl)c12,2.6,0.7,0.5,0.2,0.2,4.5,0.0,4.8,0.3
O=S(=O)(Nc1cc2nc3ccccc3nc2n1Cc1ccccc1)c1ccc(Cl)cc1,39.6*,0.5,17.5,0.0,-23.2,53.3*,11.0,30.1,43.1*
COC(=O)c1ccc(CN2CCC(Oc3cccc(C(=O)N4CCCC4)c3)CC2)cc1,8.1,-7.7,-1.2,5.3*,-0.2,-1.2,2.0,-2.3,-6.5
Cc1ccc(NC(=O)c2cc(S(=O)(=O)N3CCC4(CC3)OCCO4)ccc2F)cc1,6.2,-0.3,-0.9,-0.2,1.8,3.1,1.0,3.6,-4.4
O=C(O)CNC(=O)c1ccc(Oc2c(F)c(F)c(Oc3ccc(C(=O)NCC(=O)O)cc3)c(F)c2F)cc1,1.4,4.1,3.4,0.3,13.2,1.7,0.0,3.6,-1.4
